Screening results deposited in PubChem BioAssay by National Center for Advancing Translational Sciences (NCATS).
GAA inh: qHTS Assay for Inhibitors of Human alpha-Glucosidase as a Potential Chaperone Treatment of Pompe Disease | Lysosomal alpha-glucosidase (Homo sapiens), P10253 | purified human GAA, 4-MU-alpha-glucoside fluorescence | Potency, µM (series often up to 76.9 µM), without a hit: top-dose activity change, negative = inhibition, actives largely listed as inhibitors | 0.005% of 200,000 active;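 note: potency is the fitted concentration of half-maximal effect; plate controls were uninhibited enzyme wells for no effect and no-enzyme background for full effect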
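Compounds are titrated up to 77 uM against 4 nM human enzyme. Substrate 4-methylumbelliferyl-alpha-D-pyranoside (400 uM) reacts 20 min at room temperature in pH 5.0 buffer; liberated 4-methylumbelliferone is read at 440 nm.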
CBFb RUNX1 block: qHTS Assay for Compounds Blocking the Interaction Between CBF-beta and RUNX1 for the Treatment of Acute Myeloid Leukemia | Potency, µM (series often up to 59.8 µM), inactives show at the highest dose activity, negative = inhibition, usual class: inhibitors | AlphaScreen CBFb-His/RUNX1-biotin binding, biochemical | Runt-related transcription factor 1 (Homo sapiens) + Core-binding factor subunit beta … | 230,000 tested, under 10 active; note: % of control where 0% means no effect
Target sequence (Q01196 whole entry, looked up): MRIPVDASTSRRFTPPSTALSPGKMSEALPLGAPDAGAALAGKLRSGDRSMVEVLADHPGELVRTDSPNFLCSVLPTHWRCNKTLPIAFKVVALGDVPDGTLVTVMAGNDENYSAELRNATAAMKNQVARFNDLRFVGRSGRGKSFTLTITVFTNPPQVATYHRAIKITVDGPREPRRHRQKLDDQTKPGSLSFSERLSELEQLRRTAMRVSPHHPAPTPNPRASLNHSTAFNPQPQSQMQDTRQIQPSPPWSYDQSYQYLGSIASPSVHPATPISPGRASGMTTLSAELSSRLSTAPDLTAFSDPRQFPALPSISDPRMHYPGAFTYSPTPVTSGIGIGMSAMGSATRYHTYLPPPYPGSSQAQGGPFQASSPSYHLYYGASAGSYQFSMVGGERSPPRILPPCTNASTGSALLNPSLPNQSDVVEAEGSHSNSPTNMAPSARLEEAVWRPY
Target sequence (Q13951 whole entry, looked up): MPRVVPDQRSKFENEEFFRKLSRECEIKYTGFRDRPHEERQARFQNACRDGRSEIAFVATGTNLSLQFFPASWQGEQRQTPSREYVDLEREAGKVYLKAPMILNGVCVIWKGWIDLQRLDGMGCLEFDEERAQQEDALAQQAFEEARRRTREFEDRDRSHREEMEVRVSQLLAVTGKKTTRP
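Read-out: AlphaScreen. Format: His-CBF-beta with biotinylated RUNX1 (30 nM each) preincubated 20 min, compound 15 min, Ni-chelate plus streptavidin beads 90 min; room temperature throughout.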
GAA glycogen: qHTS Assay for Inhibitors and Activators of Human alpha-Glucosidase Cleavage of Glycogen. Lysosomal alpha-glucosidase (Homo sapiens), P10253. recombinant GAA, glycogen substrate, Amplex Red glucose oxidase fluorescence. Potency, µM (titrated, usually from 76.4 µM), without a hit: top-dose activity change, negative = inhibition, hits mostly inhibitors. 0.38% of 300,000 active. AID 2100, 2009;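 note: potency is the fitted concentration of half-maximal effect; 0% = full enzyme reaction and -100% = no-enzyme basal signal; the screen sought inhibitors and activators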
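Recombinant enzyme (4 nM final) with compounds titrated up to 77 uM and bovine liver glycogen (30 ug) in citrate pH 5.0, 0.01% Tween-20, 37 C 40 min. Released glucose detected by Amplex Red/glucose oxidase (Ex 573/Em 610); AC50 from Hill fits.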
aGlu spleen mod: qHTS Assay for Inhibitors and Activators of Human alpha-Glucosidase From Spleen Homogenate; Potency, µM (doses to about 79.9 µM), for the others: top-dose activity change, negative = inhibition, usual class: inhibitors; 0.006% of 240,000 active; Lysosomal alpha-glucosidase (Homo sapiens), P10253; human spleen homogenate, 4-MU-alpha-glucoside fluorescence;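 note: potency is the fitted concentration of half-maximal effect; 0% = enzyme with vehicle and -100% = no enzyme basal signal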
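Human spleen homogenate (1 ug) with 4-methylumbelliferyl-alpha-D-glucopyranoside (1 mM final) in 50 mM citrate/phosphate pH 5.0, 0.01% Tween-20; 40 min at 37 C. Stopped at pH 10; 4-MU fluorescence Ex 365/Em 440 nm; AC50 by Hill fit.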
HTT cytoprotect: qHTS Multiplex Assay to Identify Dual Action Probes in a Cell Model of Huntington: Cytoprotection (ATP) | PC12 HTT-Q103 induced, cytoprotection, ATP luminescence, 40 h | Potency, µM (doses to about 56.4 µM), inactives show cytoprotection (ATP increase), hits mostly activators | 0.14% of 230,000 active | AID 1471, 2008;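 note: potency is the fitted concentration of half-maximal effect; % of control where 0% means no effect; nearly all actives have a fitted effect of over 45% in size; toxic huntingtin expression switched on by the ecdysone agonist tebufenozide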
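PC12 cells stably carrying ecdysone-inducible Htt exon 1 (Q103)–GFP were induced with 100 nM tebufenozide (final) alongside library compounds in a dose series. Cytoprotection was scored as retained ATP by ATPlite luminescence.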
LMNA splice mod: qHTS Assay for Modulators of Lamin A Splicing; HeLa LMNA splicing GFP/RFP minigene ratio, 48 h; Potency, µM (highest dose often 46.1 µM), for inactives: at the top dose ratio change, negative = inhibition, actives largely listed as inhibitors; 0.01% of 200,000 active; AID 1487, 2009; active = well fitted inhibition curve with a large enough effect in the signal ratio, with a control signal flat, not every such curve was filed as active; inconclusive = small, poorly fitted or top-dose-only effect, or effect the other way, or a change in a side signal; the % refers to the signal ratio; note: potency is the fitted concentration of half-maximal effect; % is set by controls: 0 for no effect and ±100 for the full control effect
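Read-out is the ratio of GFP to DsRed2 object intensity, acquired by 488 nm laser-scanning cytometry on HeLa lamin A-EGFP minigene reporter cells. Compound incubation 48 hrs at 37 °C in Opti-MEM with 2% FBS; DMSO 0.5% final.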
HTT aggregate: qHTS Multiplex Assay to Identify Dual Action Probes in a Cell Model of Huntington: Aggregate Formation (GFP); PC12 HttQ103-GFP aggregates, Acumen cytometry, 40 h; Potency, µM (series often up to 46.1 µM), inactives show at the highest dose activity change, negative = inhibition, hits mostly inhibitors; 1.1% of 220,000 active; AID 1688, 2009; note: potency is the fitted concentration of half-maximal effect; % is set by controls: 0 for no effect and ±100 for the full control effect; nearly all actives have a fitted effect of over 60% in size
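Ecdysone-promoter PC12 model expressing HTT exon 1 Q103 fused to GFP, induced by tebufenozide at 100 nM final. Compounds titrated; aggregates sized 1–25 µm scored on a 488 nm laser cytometer.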
* = called active by the depositor; ? = inconclusive; · = not tested or not shown; & = joins results of further samples; [ ] = dose if it differs, or a comment. Unless noted, calls come from the whole dose curve; as a rule, active = well fitted curve in the direction sought with a large enough effect; inconclusive = small, poorly fitted or top-dose-only effect, or another doubt; inactive = no such curve, though single readings can be large; an effect the other way counts as inactive or inconclusive. The list is partial (hit frequency here may not be typical).

SMILES	GAA inh	CBFb RUNX1 block	GAA glycogen	aGlu spleen mod	HTT cytoprotect	LMNA splice mod	HTT aggregate
COc1ccc2c(c1)c(C(=O)CN1CCN(C)CC1)c(C)n2Cc1ccccc1	-9%	-9%	2%	2%	-22%[0.074 µM]	?	4%
CN(C)c1ccc2c(c1)N=C(c1ccco1)OP2(=S)N1CCOCC1 (stereo not given)	-5%	-4%	-13%	-10%	-12%	1%	10%
O=C(c1cccn2c(=O)c3ccc(Cl)cc3nc12)N1CCC2(CC1)OCCO2	?	-1%	12%	2%	-6%	-1%	2%
C=CCn1c(O)c(C=NC2CCN(Cc3ccccc3)CC2)c(=O)[nH]c1=O	·	9%	-8%	1%	0%[10 µM]	·	3%[9.22 µM]
CC(C(=O)c1c[nH]c2ccccc12)N1CCSCC1 (stereo not given)	-5%	-2%	7%	5%	18%	11%	6%
CCn1c(=O)n(CC)c2cc([N+](=O)[O-])c(N3CCNCC3)cc21	-5%	3%	-4%	-1%	-34%[inhibitor]	11%[46 µM]	4%
COc1ccc(OC)c(-n2c(O)c(/C=C3\C(C)=Nc4ccccc43)c(=O)[nH]c2=O)c1	·	-3%	-9%	0%	0%[10 µM]	·	22%[9.22 µM]
C=CCN1C(=O)C2(C(C(=O)OCC)=C(N)Oc3ccccc32)C2=C1CCCC2=O (stereo not given)	1%	8%	-8%	0%	3%	-12%	-8%
c1ccc(-c2[nH]c[n+](CC3CO3)c2-c2ccccc2)cc1 (stereo not given)	3%	10%	12%	-6%	28%[10 µM]	-21%	-1%
O=c1[nH]c(=O)n(-c2ccccc2)c(O)c1C=NC12CN3CN(CN(C3)C1)C2	1%	-6%	2%	9%	-34%[inhibitor]	-17%[46 µM]	?
CN1CCc2cc3c(cc2C1C1OC(=O)c2c1ccc1c2OCO1)OCO3 (stereo not given)	·	11%	·	-7%&-4%	-28%	·	·
Clc1ccc(OCC#CCN2CCOCC2)cc1	3%	1%	-8%	11%	-18%	13%[46 µM]	-10%[9.22 µM]
Cc1cc(C)c(S(=O)(=O)NCC2CCC(C(=O)N3CCC4(CC3)OCCO4)CC2)c(C)c1 (stereo not given)	0%	-1%	-1%	3%	7%	-10%	-15%
CCNc1nc(Cl)nc(NC(C)C)n1	3%	-3%	0%	4%&3%&6%	6%[10 µM]	?	-3%
O=C(Nc1ccc(Cl)c(C(F)(F)F)c1)NC1CC2CCCC(C1)N2Cc1ccccc1 (stereo not given)	-7%	0%	1%	?	-12%	·	-8%
CN(C)c1cccc2c(C#N)ccc(N(C)C)c12	?	-15%	-2%	4%	-2%[10 µM]	-10%[46 µM]	8%
O=C(Nc1ccc(F)cc1)N1CC2CC(C1)c1cccc(=O)n1C2 (stereo not given)	4%	3%	3%	-4%	5%	8%	0%
C/C=C/c1ccc2c(c1)OCO2	·	1%&-9%[21.7 µM]	·	12%&-9%&9%	-4%[1.9 µM]	-5%	·
CC(=O)[C@@]1(O)CC[C@H]2C3CCC4=CC(=O)CC[C@]4(C)C3CC[C@@]21C (stereo not given in full)	·	-3%	·	0%	·	?	·
ClCC(Cl)Cl	·	8%[21.7 µM]	·	5%	7%	·	·
Cc1ccsc1C(=O)C1CCCN(Cc2cnn(C)c2)C1 (stereo not given)	·	4%	-10%	2%	11%[10 µM]	·	-7%[9.22 µM]
COc1ccc(CN2CCCC(C(=O)c3ccccc3SC)C2)cc1O (stereo not given)	6%	1%	5%	-3%	3%[10 µM]	·	1%[9.22 µM]
CC(C)N(CC(O)c1cccc([N+](=O)[O-])c1)C(C)C (stereo not given)	-10%	-4%	16%	-9%	16%	12%	-5%
COc1ccc2c3c([nH]c2c1)C(C)=NCC3	?	3%	1%	10%	-20%	?	16µM*
NCC(O)c1ccc(O)cc1 (stereo not given)	-4%[15.4 µM]	14%	-4%	-7%&8%&3%&5%&-21%&-7%	-1%&-15%&-36%&-10%	?	10%&22%
Cn1c(=O)cc(OCC(=O)N2CCC3(CC2)OCCO3)c2ccccc21	0%	4%	-6%	2%	26%[10 µM]	-8%	7%
CC(=O)Nc1cccc([As](=O)(c2cccc(NC(C)=O)c2)c2cccc(NC(C)=O)c2)c1	·	-11%	-6%	-1%	4%[10 µM]	·	-12%[9.22 µM]
CCC1(CC)C(=O)C=CNC1=O	·	7%	·	-1%	29%	-2%	1%
O=C(CN1CCN(c2ccccc2F)CC1)Nc1cccnc1Cl	3%	-4%	1%	-16%	-5%[10 µM]	24%[46 µM]	2%
CCCOC(=O)c1c(N)n(Cc2cccs2)c2nc3ccccc3nc12	?	23%	4%	25%	3%	-2%	-14%
CCCCC/C=C\C/C=C\C/C=C\CCCCC(=O)NCCO	·	-1%	·	-11%	2%	·	·
CN1CCc2nc(SC(C(=O)O)c3ccccc3)c(C#N)c(-c3cccs3)c2C1 (stereo not given)	-8%	?	8%	-3%	4%[10 µM]	·	-2%[9.22 µM]
COc1cc2c(cc1O)CCNC2C (stereo not given)	·	20%	·	6%	-2%	·	·
O=C(c1cc(-c2ccc(Cl)cc2)n(-c2ccc(Cl)cc2Cl)n1)N1CCOCC1	-6%	-10%	-4%	-4%	-31%	?	?
CC(=O)OC1CC(OC(C)=O)[C@]2(C)C(CC(OC(C)=O)[C@]3(C)C2CC[C@@]2(C)C(c4ccoc4)C(=O)C4O[C@]432)C1(C)C (stereo not given in full)	·	-4%	·	-1%	-6%	·	·
NC(=O)Cn1cc(C(=O)c2ccccc2F)c2ccccc21	1%	18%	0%	0%	6%[10 µM]	·	5%
S=C1CN=C(c2ccccc2)c2cc(Cl)ccc2N1	-1%	-4%	-10%	-1%	3%[1.9 µM]	-8%	?
Cc1cccc(N2C(=O)NC(=O)/C(=C\c3cnn(-c4ccccc4)c3)C2=O)c1	2%	-6%	10%	-8%	-32%	-1%	15%
COC(=O)C(O)(c1ccc(NC(=O)Oc2ccccc2)cc1)C(F)(F)F (stereo not given)	-1%	2%	2%	-2%	20%[10 µM]	-8%	12%
CCCCC/C=C\C/C=C\CCCCCCCCCC(=O)NCCO	·	11%	·	-12%	25%	·	·

Four entries from above in a different format.
C/C=C/c1ccc2c(c1)OCO2
  GAA inh: ·; CBFb RUNX1 block: 1%&-9%[21.7 µM]; GAA glycogen: ·; aGlu spleen mod: 12%&-9%&9%; HTT cytoprotect: -4%[1.9 µM]; LMNA splice mod: -5%; HTT aggregate: ·

CC(=O)Nc1cccc([As](=O)(c2cccc(NC(C)=O)c2)c2cccc(NC(C)=O)c2)c1
  GAA inh: ·; CBFb RUNX1 block: -11%; GAA glycogen: -6%; aGlu spleen mod: -1%; HTT cytoprotect: 4%[10 µM]; LMNA splice mod: ·; HTT aggregate: -12%[9.22 µM]

CN1CCc2nc(SC(C(=O)O)c3ccccc3)c(C#N)c(-c3cccs3)c2C1 (stereo not given)
  GAA inh: -8%; CBFb RUNX1 block: ?; GAA glycogen: 8%; aGlu spleen mod: -3%; HTT cytoprotect: 4%[10 µM]; LMNA splice mod: ·; HTT aggregate: -2%[9.22 µM]

Cc1cc(C)c(S(=O)(=O)NCC2CCC(C(=O)N3CCC4(CC3)OCCO4)CC2)c(C)c1 (stereo not given)
  GAA inh: 0%; CBFb RUNX1 block: -1%; GAA glycogen: -1%; aGlu spleen mod: 3%; HTT cytoprotect: 7%; LMNA splice mod: -10%; HTT aggregate: -15%

Next compounds follow:
SMILES	GAA inh	CBFb RUNX1 block	GAA glycogen	aGlu spleen mod	HTT cytoprotect	LMNA splice mod	HTT aggregate
CC1=CCCC2C1(C)CCC(C)C2(C)CC/C(C)=C/C[n+]1cn(C)c2c(N)ncnc21 (stereo not given)	·	20%	·	-9%	1%	·	·
CCNc1cc(N2CCN(C)CC2)ccc1[N+](=O)[O-]	11%	-5%	10%	-2%	-30%	·	-4%[9.22 µM]
O=C(Nc1cccc(Cl)c1)c1c(O)c2c(n(Cc3ccccc3)c1=O)CCCC2	-7%	0%	0%	3%	·	-4%	-13%
COc1ccc(-c2nc3ccccc3c(=O)n2-c2nccs2)cc1	-5%	-1%	-18%	1%	-29%	3%	8%
COc1ccc(CCC(C)NCCc2ccccc2)cc1 (stereo not given)	-7%	9%	9%	0%	36%	17%	12%[9.22 µM]
C[N+](C)(C)CC#CCN1CCCC1=O	·	-5%	·	10%&0%	?	?	·
COC(=O)c1ccccc1OC(=O)c1ccc(Br)o1	2%	1%	-5%	-5%	-10%	0%	?
N#CC(C#N)=Cc1cc(O)c(O)c([N+](=O)[O-])c1	·	?	·	1%&-1%	-17%&-20%	·	·
CCN(CC)c1ccc(/C=C2\C(=O)NC(=S)N(C)C2=O)o1	·	6%	2%	-2%	-3%[10 µM]	·	-11%[9.22 µM]
c1ccc(CCn2nnnc2CN2CCC(n3nnc4ccccc43)CC2)cc1	?	6%	6%	3%	-2%	7%	6%
O=C(CNC(=O)c1cccc(Cl)c1)Nc1ccc(Br)cc1C(=O)c1ccccc1	-5%	7%	-2%	-5%	-10%[10 µM]	?	3%
CC1=C/C(=N\NC(=S)NCCc2ccccc2)CC(C)(C)C1	3%	?	-26%	-3%	-22%	·	-13%
O=C(OCC(=O)c1ccc([N+](=O)[O-])cc1)/C(=C/c1ccc(Cl)cc1)NC(=O)c1ccccc1	-9%	1%	6%	-10%	·	-1%	-14%
N#CC1=C(N)Oc2c(c(=O)oc3ccccc23)C1c1ccc(OC(=O)N2CCOCC2)cc1 (stereo not given)	?	4%	6%	20%	-8%[0.074 µM]	3%	1%
CCCCn1c(O)c(C(C)=Nc2ccc(C(=O)O)cc2)c(=O)[nH]c1=O	-11%	-2%	10%	-1%	-6%[0.074 µM]	10%	10%
O=C(/C=C/c1ccccc1)c1c(O)n(CCc2ccccc2)c(=O)[nH]c1=O	-9%	-10%	0%	4%	7%[10 µM]	?	?
CCC(=NCC1CCCO1)c1c(O)n(-c2ccccc2)c(=O)[nH]c1=O (stereo not given)	-3%	8%	6%	0%	0%	-1%	-4%
